# Bioassay records (PubChem BioAssay)
# EIF4E inhibitors = inhibitors of EIF4E gene expression, primary screen, cell-based, HT1080, luciferase reporter (AID 1224817); HT1080 EIF4E-luc2 knock-in reporter, luciferase, 16 h; active compounds read low; log2 luciferase activity ratio at 2.5 µM; hit rate 1% among 2,000;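 active = log2 luciferase ratio at or below -0.5849, meaning signal at two thirds of solvent-only control or lower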;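 note: luciferase reports endogenous eIF4E expression since it is co-expressed from the native EIF4E locus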
# * hit, by the source's call; & = joins results of further samples. This is a subset; rates above refer to the full screens.
SMILES,EIF4E inhibitors
Cn1c(Sc2ccc(-c3cccnc3)n2C)ccc1-c1cccnc1,-0.1
CC1=C(CCC(=O)O)c2cc3nc(cc4[nH]c(cc5[nH]c(cc1n2)c(C)c5C(C)O)c(C)c4C(C)O)C(C)=C3CCC(=O)O (configuration not stated),-0.21
O=S(O)O.O=S(O)O.[Co].[NH2-].[NH2-].[NH2-].[NH2-],-0.1
O=C(O)c1ccccc1C(=O)Nc1cc2c(cc1Br)-c1ccccc1C2=O,0.23
Clc1ccc(CSCCc2ccncc2)cc1Cl,0.46
N#CC(=NCCO)C1=C(O)c2ccccc2C1=O,0.17
Cc1ncc(CSc2ccccc2N)c(CO)c1O,0.5
NC(=O)c1csc(-c2ccc(CO)o2)n1,0.055
O=C(O)C1CC[N-]CC1.O=C(O)C1CC[N-]CC1.[NH2-].[NH2-].[Pt+4],0.58
CCCn1cnc2c(SCC(=O)O)nc(N)nc21,-0.091
O=C(O)C/C=C/CC(=O)O,-0.06
O=C(O)CC1(CC(=O)O)Nc2ccccc2SC1=O,0.013
O=C(O)C1=C/C(=C(/c2ccccc2)c2cc(C(=O)O)c(O)c3ccccc23)c2ccccc2C1=O,-0.0094&0.11
OC1(c2ccccc2)c2ccccc2NC2=NCCN21 (configuration not stated),0.42
CN(C)CCCN1c2ccccc2C(C)(C)c2ccccc21,0.085
Cc1ccc(S(=O)(=O)Oc2cc(N)c3c(n2)CCC3)cc1,0.045
C[C@]12C[C@H](O)[C@H]3[C@@H](CCC4=CC(=O)CC[C@@]43C)[C@@H]1CC[C@@H]2c1csc(-c2ccccc2)n1,0.27
Clc1ccc2c(c1)N(CCCN1CCCC13CCCCC3)c1ccccc1S2,0.2
c1ccc2sc(SCSc3nc4ccccc4s3)nc2c1,-0.025
CCc1ncc(CO)n1Cc1cccc2ccccc12,-0.14
Cc1cc2ccc(OC(=O)c3ccc(N=C(N)N)cc3)cc2oc1=O,-0.3
Cc1ccc(S(=O)(=O)N2CCC(C(=O)O)(c3ccccc3)CC2)cc1,-0.33
CC(=N\[O-])/C(C)=N/O.CC(=N\[O-])/C(C)=N/O.CCCc1ccncc1.[Cl-].[Cl-].[Rh+3],-0.025
Cn1c(=O)c2c(ncn2CN2CCN(Cn3cnc4c3c(=O)n(C)c(=O)n4C)CC2)n(C)c1=O,0.63
FC(F)(F)c1nc2nc(Cl)c(Cl)nc2n1CCCN1CCOCC1,-0.22
CC1(CCC(=O)OC2CCCCC2)OCCO1,0.063
Cc1nc(CN2CCCCC2)c(O)c(=O)[nH]1,-0.024
O=C(O)CC[P+](c1ccccc1)(c1ccccc1)c1ccccc1,0.16
CN1CC(c2ccccc2)C(O)(C2(c3ccccc3)CN(C)CC(c3ccccc3)C2=O)C(c2ccccc2)C1 (configuration not stated),-0.078
Cc1ncc(CO)c(C=NCCCCCCN=Cc2c(CO)cnc(C)c2O)c1O,0.076
COc1ccc(C(=O)CCN(C)C)c2ccccc12,-0.42
NC(N)=NC(CC(=O)O)c1ccccc1 (configuration not stated),-0.21
Cc1c(C)c(C)c(CC2(C)CSC2)c(CC2(C)CSC2)c1C,-0.11
N=C(N)c1ccc(-c2ccc(-c3ccc(C(=N)N)cc3)o2)cc1,0.33
c1cnc2c(c1)ccc1cccnc12,0.29
O=C(O)CC(Nc1ccccc1)C(=O)O (configuration not stated),0.084
COC(=O)c1cc(-c2ccc3ccccc3c2)[nH]c(=O)c1C#N,0.24
COc1c2c(cc3c1[C@@H]1Oc4c(ccc(O)c4CC=C(C)C)[C@@H]1CO3)OC(C)(C)C=C2,-0.076
O=C(O)NCc1ccccc1 (tested in a mixture with another compound),-0.24
CC(NCCN(C)C)C1CCC2C3CCc4cc(O)ccc4C3CCC12C (configuration not stated),-0.11

# Random excerpt: 2 records from the list.
SMILES,EIF4E inhibitors
CN1CC(c2ccccc2)C(O)(C2(c3ccccc3)CN(C)CC(c3ccccc3)C2=O)C(c2ccccc2)C1 (configuration not stated),-0.078
CC1(CCC(=O)OC2CCCCC2)OCCO1,0.063

# Next section
SMILES,EIF4E inhibitors
C(CCc1nnc2c(n1)CCCC2)Cc1nnc2c(n1)CCCC2,-0.48
CC(C)Cn1cnc2c(SCc3ccc(Cl)cc3Cl)nc(N)nc21,0.48
O=C(NC1(C(=O)O)CC1c1ccccc1)c1ccccc1 (configuration not stated),0.33
Cc1ccc(C(N)=Nc2ccccc2)cc1,0.15
NS(=O)(=O)c1ccc(NCc2nc3ccccc3[nH]2)cc1,-0.24
c1ccc(C[n+]2cccc(-c3cc4ccccc4[nH]3)c2)cc1,0.11
O=C(O)c1ccccc1CN1CCCC(C(=O)O)C1 (configuration not stated),0.087
O=C(O)CCSCc1ccc(I)cc1,-0.15
CC(CCCC1SCC2NC(=O)NC21)C(=O)O (configuration not stated),0.025
CC(C)CC(N)C(=O)O (configuration not stated),0.18
Cc1ccc2ccccc2c1CSc1nc(N)nc2c1ncn2CC(C)C,0.25
N=C(N)SCCN1CCCCC1,0.013
Cn1ncc2c(Nc3cccc(Cl)c3)nc(Nc3cccc(Cl)c3)nc21,0.23
OCC1OC(n2cnc3c(/C=C(/O)c4ccccc4)ncnc32)C(O)C1O (configuration not stated),1.6
NCc1ccc(C(=O)O)cc1,0.3
CNC1C(OC2C(OC3C(O)C(O)C(N=C(N)N)C(O)C3N=C(N)N)OC(C)C2(O)/C=N/NC(N)=S)OC(CO)C(O)C1O (configuration not stated),-0.013
Oc1c(CN2CCN(c3ccccc3)CC2)cc(Br)c2cccnc12,0.054
Nc1c(S(=O)(=O)O)cc(Nc2cccc(S(N)(=O)=O)c2)c2c1C(=O)c1ccccc1C2=O,0.31
N=C1CCCC1C(=S)SCCC(N)=O (configuration not stated),0.078
Cn1c(=O)c2c(nc(N/N=C/c3ccccc3C(=O)O)n2C)n(C)c1=O,-0.028
Cc1ccc(S(=O)(=O)N=Nc2c(O)[nH]c3cc(O)c(C(=O)O)cc23)cc1,-0.13
c1ccc(B2OCC(C3OB(c4ccccc4)OC4COB(c5ccccc5)OC43)O2)cc1 (configuration not stated),-0.18
Oc1c(Br)cc(Br)cc1CN(Cc1cc(Br)cc(Br)c1O)C1CCCCC1,-0.33
C[C@H](CCC(=O)NN)[C@H]1CC[C@H]2[C@@H]3CC[C@@H]4C[C@H](O)CC[C@]4(C)[C@H]3CC[C@]12C,-0.045
Cc1nc2sc3c(c2c(=O)[nH]1)CCCC3,-0.31
CC(=O)C=NCC(=O)O,-0.019
S=c1nc[nH]c2c1ncn2Cc1ccco1,0.13
c1ccc2nc(CCC3CCCCN3)ccc2c1 (configuration not stated),0.91
O=C1c2ccccc2C(O)(O)C1(O)C1(O)C(=O)c2ccccc2C1(O)O (configuration not stated),0.035
Cc1ccc(S(=O)(=O)NC(=O)Nc2ncn[nH]2)cc1,0.31
O=C(O)CNc1ccc(C(=O)O)cc1,-0.65*
CC(C)=CCC/C(C)=C/CO,-0.028
NC(Cc1ccccc1)=NCC(=O)O,0.11
COC(=O)C1C(O)C(C)C(O)OC1C(C)C(O)C(C)/C=C\C=C(/C)C(=O)Nc1c(C)c(OC(C)=O)c2c(c1O)C(=O)C(C)=C1OCOC(/C(C)=C/C(C)=O)=C12 (configuration not stated),0.033
C[N+]1(CCCC[N+]2(C)CCCCCCC2)CCCCCCC1,0.11
C#CCOCCCC(=O)O,0.027
CC(CCC(=O)O)(c1ccc(O)cc1)c1ccc(O)cc1,-0.1
O=C(C[N+]12CN3CN(CN(C3)C1)C2)c1ccc(-c2ccccc2)cc1,0.49
O=c1[nH]c(=S)c2[nH]c(=O)n(-c3ccccc3)c2[nH]1,-0.14
CC(N)/C(N)=N/O (configuration not stated),-0.0084

# Continued (7 carried over from the part before).
SMILES,EIF4E inhibitors
COC(=O)C1C(O)C(C)C(O)OC1C(C)C(O)C(C)/C=C\C=C(/C)C(=O)Nc1c(C)c(OC(C)=O)c2c(c1O)C(=O)C(C)=C1OCOC(/C(C)=C/C(C)=O)=C12 (configuration not stated),0.033
C[N+]1(CCCC[N+]2(C)CCCCCCC2)CCCCCCC1,0.11
C#CCOCCCC(=O)O,0.027
CC(CCC(=O)O)(c1ccc(O)cc1)c1ccc(O)cc1,-0.1
O=C(C[N+]12CN3CN(CN(C3)C1)C2)c1ccc(-c2ccccc2)cc1,0.49
O=c1[nH]c(=S)c2[nH]c(=O)n(-c3ccccc3)c2[nH]1,-0.14
CC(N)/C(N)=N/O (configuration not stated),-0.0084
CN(C)CCSS(=O)(=O)O,-0.46
Cc1c(C(=O)O)nc(/C=C/C(=O)O)[nH]c1=O,-0.22
Nc1nc2c(ncn2C2C=CC(CO)C2)c(=O)[nH]1 (configuration not stated),0.081
O=c1[nH]c(=S)[nH]c2c1CN(CCCN1CCOCC1)CN2,0.006
Cn1c(=S)c2[nH]c(SCCN3CCCC3)nc2n(C)c1=O,-0.22
COc1ccc2cc(C(=O)CCC(=O)O)ccc2c1,0.096
CSCCC(C(=O)O)N(C)C (configuration not stated),0.28
CN(CC(=O)O)CC(=O)O,0.046
c1ccc(-c2nnn(CCN3CCCCC3)n2)cc1,0.11
O=C(O)c1cncc(C(=O)O)c1,-0.33
O=S(=O)(c1ccc(Br)cc1)N1CCN(S(=O)(=O)c2ccc(Br)cc2)CC1,0.035
NC1=C(O)C(=O)C(c2c[nH]c3ccc(OCc4ccccc4)cc23)O1 (configuration not stated),0.54
COc1ccc2[nH]c3cc4c(=O)c5cc(OC)ccc5[nH]c4cc3c(=O)c2c1,0.37
O=C(O)c1ccc(Cc2ccccc2C(=O)O)cc1,-0.21
O=C(O)c1ccccc1-c1ccccc1C(=O)Nc1ccc2c(c1)Cc1ccccc1-2,0.35
c1ccc2sc(SCCSc3nc4ccccc4s3)nc2c1,-0.031
O=c1[nH]c(SCc2ccccc2[N+](=O)[O-])nc2nc[nH]c12,-0.15
NCCSCCc1ccccc1,0.11
COc1ccc2nc3cc(Cl)ccc3c(Nc3ccc(O)c(CN4CCN(C)CC4)c3)c2c1,0.034
Nc1ccccc1SC(C[N+](=O)[O-])c1ccc2c(c1)OCO2 (configuration not stated),0.41
O=C(O)C(O)C(O)C(O)C(=O)CO (configuration not stated),-0.27
O=C(O)[C@H](c1ccccc1)[C@@H](C(=O)O)c1ccccc1,-0.093
N#C/C(=C\Nc1ccccn1)C(=O)C1CC1,0.052
O=C(O)/C(Cc1ccnc2ccccc12)=N\O,-0.16
Cc1cccc2cc3ccc4ccccc4c3cc12,0.025
Cc1ccc(S(=O)(=O)Oc2cc(S(=O)(=O)O)cc3cc(S(=O)(=O)O)cc(N)c23)cc1,0.12
C/C(=N\O)c1ccc2cc(Br)c3ccccc3c2c1,-0.09
O=C(O)/C=C(/CC(=O)O)C(=O)O,-0.34
C=C1C(=O)OC2C1C(OC(=O)/C(C)=C/COC(C)=O)CC1(CO1)C1C(O)C=C(C)C21 (configuration not stated),-0.48
O=C(O)C1Cc2c([nH]c3ccccc23)C(CCCCO)N1 (configuration not stated),-0.015
CC(OP(=O)(O)O)C(N)C(=O)O (configuration not stated),0.004
CC(C)NCC(O)c1ccc(O)c2ncccc12 (configuration not stated),0.27
SC1CCCN(Cc2ccccc2)C1 (configuration not stated),0.36
O=C(O)c1nn(-c2ccc(Cl)cc2)c2c1C(=O)c1ccccc1C2=O,0.061
CN(C)CCCN1c2ccccc2Sc2ccc3ccccc3c21,0.35
O=C(O)c1ccc(NCc2nc3cc4ccccc4cc3[nH]2)cc1,0.027
Cc1ccc(C2=Nc3ccccc3SC(c3cccc([N+](=O)[O-])c3)C2)cc1 (configuration not stated),0.35
c1cncc(-c2cc(-c3cc(-c4cccnc4)n[nH]3)[nH]n2)c1,-0.072
O=C1C2C(c3ccccc3)NC(c3ccccc3)C1C(c1ccccc1)NC2c1ccccc1 (configuration not stated),0.03
CC1(C)OC2COC(c3[nH]nc4c(=O)[nH]c(=O)[nH]c34)C2O1 (configuration not stated),-0.0077
Cc1cc(Cc2cc(Cc3cc(C)cc(C(C)(C)C)c3O)c(C)cc2C)c(O)c(C(C)(C)C)c1,-0.067
O=[N+]([O-])c1ccc2c(c1)S(=O)c1ccccc1-2 (configuration not stated),0.17
O=C(O)c1ccc(Oc2nc3ccccc3s2)cc1,0.68
COc1ccc2c(Cl)cc(NC(=S)Nc3ccccc3)nc2c1,0.5
N#CC1CNC(N)NC1N (configuration not stated),-0.052
CCOC(=O)C1(CC(=O)O)CCCC1=O (configuration not stated),-0.17
O=C1c2ccccc2-c2ccc(N=[N+]([O-])c3ccc4c(c3)C(=O)c3ccccc3-4)cc21,0.28
CC(=O)NC(Cc1ccc(O)cc1)C(=O)O (configuration not stated),0.31
Nc1nc(SCc2ccccc2)c2ncn(Cc3ccccc3)c2n1,0.005
Cc1cc(Cl)ccc1OCC(=O)Oc1c(Cl)c(Cl)c(Cl)c(Cl)c1Cl,-0.025
O=C(O)CCc1ccc(-c2ccccc2)[nH]1,0.075
Cc1cc(Cl)ccc1Nc1sc(C(=O)c2cc3cc(Cl)ccc3o2)c(N)c1C#N,-0.12
O=[N+]([O-])c1ccc(C2=Nn3c(nnc3-c3ccc(Cl)cc3)SC2)o1,0.08
NN(CC(=O)O)CC(=O)O,0.03
NNC(=O)CCc1ccc2ccc3ccccc3c2c1,-0.0063
c1ccc(CN2COc3c(ccc4c5c(ccc34)CN(Cc3ccccc3)CO5)C2)cc1,-0.074
O=c1[nH]c(=S)[nH]c(-c2ccccc2)c1Cc1c(O)ccc2ccccc12,0.33

# 3 structures from above, arranged by SMILES length, lowest first:
SMILES,EIF4E inhibitors
CCOC(=O)C1(CC(=O)O)CCCC1=O (configuration not stated),-0.17
Nc1nc(SCc2ccccc2)c2ncn(Cc3ccccc3)c2n1,0.005
O=C1c2ccccc2-c2ccc(N=[N+]([O-])c3ccc4c(c3)C(=O)c3ccccc3-4)cc21,0.28
